# High-throughput results as filed in PubChem BioAssay.
# SUMO1-SIM PPI – SUMO1-SIM interaction modulation; SUMO1 binding to a labelled peptide, TR-FRET, 1 h; inhibition, % at 20 µM; hit rate 0.33% among 360,000; in the data active means inhibition above about 37%
# Target sequence (P63165 whole entry, looked up): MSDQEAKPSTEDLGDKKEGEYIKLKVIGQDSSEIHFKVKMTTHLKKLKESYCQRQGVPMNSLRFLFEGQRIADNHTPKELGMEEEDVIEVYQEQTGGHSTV
# DNMT1 block – inhibitors of human DNMT1; P26358; DNMT1 molecular beacon, Hinp1I cleavage, fluorescence; inhibition (reported as % activation of signal), % at 10 µM; hit rate 0.83% among 360,000; in the data active means inhibition above about 50%
# Rpn11 inh – inhibitors of human proteasome Rpn11 | O00487 | human 26S proteasome, Ub4-pepOG fluorescence polarization; 20S core pre-blocked with epoxomicin | calls only at 20 µM | hit rate 0.59% among 360,000 | AID 588493;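 active means inhibition at 20 µM, scaled to each plate's controls, above about 33%, limit read from the data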
# Scp1 inh – inhibitors of human Scp-1 phosphatase. Recombinant Scp1, phosphopeptide, malachite green phosphate absorbance. Q9GZU7. AID 493091. hit rate 0.88% among 340,000. inhibition, % at 20 µM;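 active means inhibition above about 50% at 20 µM, limit read from the data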;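 further: plate controls were DMSO wells with enzyme for no effect and wells lacking enzyme for full effect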
# Target sequence (Q9GZU7 76-261 limits assumed): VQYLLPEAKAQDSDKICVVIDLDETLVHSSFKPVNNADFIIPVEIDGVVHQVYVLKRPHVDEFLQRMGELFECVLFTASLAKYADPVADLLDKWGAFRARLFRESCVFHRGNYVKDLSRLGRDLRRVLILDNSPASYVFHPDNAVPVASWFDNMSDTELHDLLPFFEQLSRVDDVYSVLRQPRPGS
#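 Test system: SCP-1 catalytic domain; Buffer or medium: Acidic Tris acetate buffer with magnesium and detergent; Also added: Phosphorylated 17-residue peptide substrate; Compound: single 20 µM dose, 1% DMSO; Schedule: enzyme reaction 45 min at room temperature, colour 5 min, stabilisation 30 min; Signal: Phosphate-binding colour reagent, absorbance read at 630 nm.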
# SKN-1 block – C. elegans SKN-1 inhibition; C. elegans VP596 Pgst-4::GFP/RFP ratio, acrylamide-induced, 24 h; inhibition, % at 21.8 µM; hit rate 0.49% among 360,000; AID 624304;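 active means interference check ratio from 0.5 to 1.5 plus GFP to RFP signal ratio inhibition reaching or exceeding a fixed threshold, cut at about 30% in these data, passing the limit was not always enough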; further: some compounds called inactive have numbers as strong as hits
# CendR NRP1 mod – modulators of CendR peptide binding to human neuropilin-1; O14786; FAM-RPARPAR peptide binding to NRP-1, fluorescence polarization; inhibition, % at 25 µM; hit rate 0.85% among 360,000;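 active means inhibition or corrected inhibition above about 18%, plus a signal ratio from 0.5 to 1.5, limit read from the data, passing the limit was not always enough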; further: strong numbers were not always called active
# NadD block – inhibitors of Staphylococcus aureus NadD; inhibition, % at 20 µM; purified NadD enzyme, colorimetric absorbance read-out; hit rate 0.78% among 360,000; AID 602399; in the data active means inhibition above about 26%; further: some compounds past the cut are filed as inactive
# STEP block – inhibitors of human striatal-enriched phosphatase STEP; inhibition, % at 20 µM; AID 588621; P54829; recombinant STEP, OMFP fluorogenic substrate, fluorescence; hit rate 0.25% among 360,000;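 active means inhibition at 20 µM, scaled per plate between control wells, above about 37%, limit read from the data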;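 further: 0% = DMSO with enzyme and substrate and 100% = substrate only without enzyme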
# Target sequence (P54829 whole entry, looked up): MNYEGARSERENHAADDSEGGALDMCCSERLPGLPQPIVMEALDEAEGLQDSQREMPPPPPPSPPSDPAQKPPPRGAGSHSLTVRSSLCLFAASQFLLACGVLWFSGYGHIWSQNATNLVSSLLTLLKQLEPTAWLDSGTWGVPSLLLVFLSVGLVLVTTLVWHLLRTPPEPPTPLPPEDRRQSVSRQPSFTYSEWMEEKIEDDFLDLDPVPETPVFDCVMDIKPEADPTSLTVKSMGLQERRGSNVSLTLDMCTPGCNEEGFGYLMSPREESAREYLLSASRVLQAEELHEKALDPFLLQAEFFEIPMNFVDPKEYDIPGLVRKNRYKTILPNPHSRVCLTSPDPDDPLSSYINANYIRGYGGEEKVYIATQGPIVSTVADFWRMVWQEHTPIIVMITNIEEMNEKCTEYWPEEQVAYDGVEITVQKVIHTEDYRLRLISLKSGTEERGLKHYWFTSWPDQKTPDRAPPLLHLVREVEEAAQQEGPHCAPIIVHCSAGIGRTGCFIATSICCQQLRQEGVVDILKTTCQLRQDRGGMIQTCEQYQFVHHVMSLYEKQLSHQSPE
#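 Measure: Control-normalized % inhibition with plate pattern correction | Test system: STEP phosphatase, cell-free reaction | Medium: pH 6.0 Bis-Tris with DTT and Tween 20 | Technique: Fluorescence, 480/540 nm | Times: Reaction 20 min, ambient temperature | Doses: Single compound dose of 20 µM, 1% DMSO final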
# MT1-MMP act inh – MT1-MMP (human) activation inhibition; hit rate 0.061% among 360,000; GFP/RFP ratio change, % at 20 µM; HT1080 RFP-PRO-GFP cells, GFP/RFP ratio fluorescence, overnight; percent of plate control window, DMSO zero; P50281;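 active means GFP/RFP ratio change of at least 30% with cell ATP level not reduced by more than half and red fluorescence within 50% of control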; further: strong numbers were not always called active
#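 Assay system: HT1080 cells carrying an RFP-PRO-GFP reporter | Dosing: Single dose of 20 µM compound, 1% DMSO final | Incubation: Cells overnight before dosing, compound overnight, 37 °C, 5% CO2 | Evaluation: GFP/RFP fluorescence ratio | Control set: DMSO and RFP-L50D-GFP cell wells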
# LMPTP inh – blocks human LMPTP phosphatase; recombinant LMPTP-A, OMFP fluorogenic substrate, fluorescence intensity; P24666; hit rate 0.22% among 360,000; AID 651560; inhibition, % at 20 µM;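 active means compounds that cut the enzyme signal by at least half of the control window in the single-dose screen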;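 further: plate controls were DMSO wells with enzyme plus substrate for no effect and substrate without enzyme for full effect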
# Target sequence (P24666 whole entry, looked up): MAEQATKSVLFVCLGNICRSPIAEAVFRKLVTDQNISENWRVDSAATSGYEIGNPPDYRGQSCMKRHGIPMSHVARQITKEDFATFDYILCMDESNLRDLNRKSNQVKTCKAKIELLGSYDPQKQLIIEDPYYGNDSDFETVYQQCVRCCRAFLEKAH
#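 Material: LMPTP-A; amount: 0.625 nM enzyme; doses: single 20 µM dose; times: reaction 50 min, room temperature, dark; technique: fluorescence intensity of OMFP turnover product; benchmarks: no-enzyme and uninhibited controls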
# * marks the source's active call; other numbers are inactive results; i = inactive; . = not tested or not shown. An unsorted share of the library; any-hit rate near 3.9%.
SMILES,SUMO1-SIM PPI,DNMT1 block,Rpn11 inh,Scp1 inh,SKN-1 block,CendR NRP1 mod,NadD block,STEP block,MT1-MMP act inh,LMPTP inh
Cc1cc(C)c(C(N)=O)c(SCC(=O)c2cc(C)n(-c3cc(C)on3)c2C)n1,0.5,1.9,i,-8.1,5.2,1.5,0.4,2.9,6.9,-1.5
COc1ccc(/C=C/C(=O)O)cc1COc1cccc(C)c1,-3.2,4.3,i,-0.8,-9.8,6.4,-0.2,5.8,6.3,-1.1
CCOC(=O)N1CCC(N2C(=O)c3ccc(C(=O)NCc4ccco4)cc3C2=O)CC1,-30.9,1.1,i,2.4,-4.5,0.5,-2.8,0.2,3.2,-0.8
O=C(CN1C(=O)NC2(CCCCC2)C1=O)Nc1cc(C(F)(F)F)ccc1N1CCOCC1,2.2,2.0,i,3.1,-0.3,3.1,-0.1,-1.9,-1.2,0.0
CC(=O)Nc1cnn(Cc2ccc(Br)cc2)c1,-1.2,-0.6,i,-10.9,7.4,-8.0,-7.9,-2.0,4.7,-0.7
O=S(Cc1ccccc1)c1ccccc1 (configuration not stated),-0.3,-0.2,i,-0.3,6.6,-14.4,2.6,1.6,-0.7,-1.7
Cc1ccc(-c2csc(SCC(=O)c3c(N)n(C4CC4)c(=O)[nH]c3=O)n2)cc1,4.3,11.7,i,2.2,13.6,2.0,3.4,2.0,-6.4,-1.0
COc1cc(OC)cc(C(=O)NC2CC3CCC(C2)N3Cc2ccco2)c1 (configuration not stated),0.2,-0.7,i,-1.9,-2.6,4.9,-2.6,0.1,6.7,-0.7
CN(C)c1ccc(N2C(=NC(=O)CC3CCCCC3)SC3CS(=O)(=O)CC32)cc1 (configuration not stated),-0.2,-1.1,i,0.6,17.6,18.3,1.9,1.3,2.0,-0.2
CCOC(=O)c1cc(C#N)c(Nc2ccccc2OC)nc1C(F)(F)F,-5.1,1.7,i,-1.2,6.2,-6.5,4.9,1.8,1.7,1.8
CC(NCc1ccccc1O)c1ccccc1 (configuration not stated),-0.8,-0.3,i,-0.7,-9.9,2.0,-2.6,-3.3,-0.9,-0.9
Cc1ccc(SCC2=NNC(=O)C2)cc1,2.9,-27.8,i,-10.7,12.0,-11.2,0.9,0.5,4.9,-0.5
COc1ccc(NC(=O)/C(=C\c2ccncc2)NC(=O)c2ccccc2)cc1,-3.1,-1.3,i,-6.2,5.3,8.7,-6.0,3.2,-1.0,-1.0
CC1=C(C(=O)OCCC(C)C)C(c2ccc3c(c2)OCO3)NC(=O)N1 (configuration not stated),6.2,-0.1,i,-9.4,4.5,8.6,3.1,-0.1,-1.9,0.0
CCCN(CCC)CCNc1c(N2CCN(C(=O)OCC)CC2)c(=O)c1=O,-0.1,2.3,i,-4.4,7.9,-8.8,1.4,-1.6,-4.6,-0.2
O=C(O)CCc1ccc(-c2ccccc2)n1NC(=O)c1cccs1,0.0,2.7,i,7.3,5.8,-15.5,-2.4,3.1,2.0,0.1
COCCCNC(=O)CC(NS(=O)(=O)c1ccc(OC)cc1)c1ccc(OC)cc1 (configuration not stated),3.0,-0.8,i,-3.6,2.5,-4.8,-8.1,0.5,0.6,-0.3
CCCC[C@@]1(C2CCCC2)Cc2cc(OCC(=O)O)c(Cl)c(Cl)c2C1=O,20.9,2.6,i,-9.0,26.8,1.3,4.8,2.2,4.8,-4.3
COc1ccc(NC(=O)CC(C(=O)O)N2CCCCC2)cc1 (configuration not stated),-1.1,-1.5,i,-4.4,-24.5,-1.6,-6.2,1.5,1.2,-1.4
O=C(NOC(=O)c1ccccc1Cl)c1cccs1,-0.8,4.3,i,-13.4,10.6,-9.1,-2.1,1.5,-5.4,-0.3
CN(C)C(CNC(=O)C1CC(=O)N(Cc2ccccc2)C1)c1ccccc1 (configuration not stated),2.2,2.4,i,-2.3,4.3,-0.3,-4.3,-1.3,4.6,-3.4
O=C(c1ccc(F)cc1)C1CCN(C(=O)Nc2ccc(F)cc2F)CC1,1.0,0.3,i,-0.6,13.5,1.9,1.4,-1.0,0.6,0.5
CC(C(=O)Nc1ccc(C#N)cc1)N(C)Cc1cccs1 (configuration not stated),0.6,0.7,i,-7.1,6.0,-5.5,2.6,-0.1,0.1,-0.9
O=C(CNCc1cccs1)NC12CC3CC(CC(C3)C1)C2,-0.9,-2.7,i,-5.2,-5.7,-1.2,-9.9,-0.9,0.1,-2.3
CCOC(=O)c1ccc2[nH]c3c(c2c1)CCCCC3=O,-11.0,-3.5,i,-8.9,3.7,-9.9,-0.1,-4.5,1.3,0.2
Cc1nc(SCC(=O)c2ccccc2)c([N+](=O)[O-])[nH]1,-12.3,-0.9,i,-8.0,17.1,-5.5,0.6,-2.2,7.4,-0.8
CC(SCc1ccccc1)C(=O)Nc1ccc2c(c1)OCO2 (configuration not stated),0.1,-9.0,i,-7.0,-20.1,9.9,2.3,1.9,2.8,-1.5
COc1ccccc1NC(=O)N1CCCC1C(=O)NCC1CCCO1 (configuration not stated),-1.4,0.9,i,-4.0,-1.1,2.7,0.0,0.3,-0.7,0.2
C=CCc1cccc(/C=N/n2c(C)nnc2C)c1O,-0.7,-2.4,i,6.8,9.4,19.5*,-0.8,-0.2,-7.0,-1.2
Cc1ccn2c(=O)nc(SCC(=O)N3CCC(Cc4ccccc4)CC3)nc2c1,5.0,42.2,i,1.3,21.8,-26.0,11.2,1.6,-2.3,3.1
CC1(C)Cc2cccc(OCC(=O)OCC(=O)Nc3ccccc3)c2O1,-0.7,0.9,i,-5.7,10.1,6.2,-6.5,1.3,-2.9,0.2
CCOC(=O)CN(C#N)c1nc(C)cc(C)n1,0.8,3.9,i,4.6,20.5,-0.5,1.2,0.1,1.5,1.8
CC1=NNC(=O)C1CCC(=O)N/N=C(/C)c1ccc([N+](=O)[O-])cc1 (configuration not stated),-19.9,2.3,i,-2.7,8.7,5.0,1.4,-2.7,-3.8,-0.1
O=C1CCC(C(=O)N(Cc2cccs2)C2(C(=O)NC3CCCCC3)CCCCC2)N1 (configuration not stated),-1.1,0.6,i,2.0,0.9,14.8,6.5,-2.0,-1.6,0.2
COc1cc(/C=C(\C#N)c2nc3c(s2)CC(C)CC3)ccc1O (configuration not stated),-43.2,-7.9,.,.,-2.4,-31.1,0.1,3.7,-264.4,2.5
Cc1cccc(OCC(=O)NCCCNC(=O)c2cnccn2)c1,4.7,2.4,i,8.1,-5.9,-2.4,0.0,-1.3,2.0,-0.8
COc1ccc(CCNC(=O)CSc2nc(-c3ccc(OC)c(OC)c3)ccc2C#N)cc1,-10.2,-6.9,i,-3.9,3.3,-15.1,-3.4,2.1,-3.0,0.4
Cc1ccc(C)c(NC(=S)NNC(=O)c2csc3c2CCCC3)c1,2.8,0.5,i,-0.3,21.5,10.1,-1.1,-0.1,-1.5,2.2
CCn1c(SCC(=O)c2cc(C)n(-c3ccc(C(=O)OC)cc3)c2C)nnc1-c1cccnc1,-3.0,-1.0,i,6.2,-5.8,4.8,-1.5,-2.3,0.2,-0.4
Cc1ccccc1S(=O)(=O)N(C)C[C@@H]1OCc2cn(nn2)CCCC(=O)N([C@H](C)CO)C[C@H]1C,3.3,6.3,i,.,10.3,-4.9,4.3,-3.7,-1.7,-2.2

# CendR NRP1 mod: hit marks shown above
compound,SUMO1-SIM PPI,DNMT1 block,Rpn11 inh,Scp1 inh,SKN-1 block,CendR NRP1 mod,NadD block,MT1-MMP act inh,LMPTP inh
C=CCc1cccc(/C=N/n2c(C)nnc2C)c1O,-0.7,-2.4,i,6.8,9.4,19.5*,-0.8,-7.0,-1.2

# Further entries:
SMILES,SUMO1-SIM PPI,DNMT1 block,Rpn11 inh,Scp1 inh,SKN-1 block,CendR NRP1 mod,NadD block,STEP block,MT1-MMP act inh,LMPTP inh
O=C(COC(=O)c1ccc(CSc2ccc(Cl)cc2)cc1)Nc1ccccc1,-2.3,-13.1,i,0.7,1.3,2.3,-0.3,0.2,4.1,1.1
CCOc1ccc(Br)cc1S(=O)(=O)N1CC(C)OC(C)C1 (configuration not stated),-2.9,-1.5,i,2.5,-19.3,6.1,-1.7,1.3,5.7,-0.4
Cn1c(/C=C/c2ccccc2[N+](=O)[O-])nc2ccccc2c1=O,-19.3,1.5,i,5.6,18.1,-6.4,1.2,1.1,-3.2,0.0
CCOCC(=O)Nc1ccc([N+](=O)[O-])cc1Cl,-17.7,4.1,i,-0.6,1.0,0.1,-7.4,-2.2,0.1,2.2
CCN(CC)C(=O)Cn1cc(SCC(=O)NC2CCCCC2)c2ccccc21,-0.9,-0.8,i,.,9.2,1.6,-1.2,-3.5,-1.8,0.2
CC1CCCN(CCCNC(=O)c2ccc(N3CCCC3=O)cc2)C1 (configuration not stated),0.4,-0.3,i,-11.2,16.1,6.8,-4.1,0.1,-0.3,-0.1
COC(=O)c1ccccc1NC(=O)Cn1cnc2c1c(=O)n(C)c(=O)n2C,1.2,-1.1,i,-9.0,-14.5,9.4,0.6,2.6,-2.4,-1.6
CN1C=CC(=O)[C@@H](O)[C@H]1c1ccccc1Br,3.5,7.8,i,-4.2,-4.3,-2.4,3.1,1.2,-3.2,-0.6

# Structural class: those above with a thiophene ring, fused or not
SMILES,SUMO1-SIM PPI,DNMT1 block,Rpn11 inh,Scp1 inh,SKN-1 block,CendR NRP1 mod,NadD block,STEP block,MT1-MMP act inh,LMPTP inh
O=C(O)CCc1ccc(-c2ccccc2)n1NC(=O)c1cccs1,0.0,2.7,i,7.3,5.8,-15.5,-2.4,3.1,2.0,0.1
O=C(NOC(=O)c1ccccc1Cl)c1cccs1,-0.8,4.3,i,-13.4,10.6,-9.1,-2.1,1.5,-5.4,-0.3
CC(C(=O)Nc1ccc(C#N)cc1)N(C)Cc1cccs1 (configuration not stated),0.6,0.7,i,-7.1,6.0,-5.5,2.6,-0.1,0.1,-0.9
O=C(CNCc1cccs1)NC12CC3CC(CC(C3)C1)C2,-0.9,-2.7,i,-5.2,-5.7,-1.2,-9.9,-0.9,0.1,-2.3
O=C1CCC(C(=O)N(Cc2cccs2)C2(C(=O)NC3CCCCC3)CCCCC2)N1 (configuration not stated),-1.1,0.6,i,2.0,0.9,14.8,6.5,-2.0,-1.6,0.2
Cc1ccc(C)c(NC(=S)NNC(=O)c2csc3c2CCCC3)c1,2.8,0.5,i,-0.3,21.5,10.1,-1.1,-0.1,-1.5,2.2
